# SR-BI DiI inh: blocks mouse SR-BI lipid uptake from DiI-HDL; AID 488896; inhibition, % at 12.5 µM; ldlA[mSR-BI] CHO cells, DiI-HDL uptake fluorescence, 3 h; hit rate 0.96% among 320,000;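 active = mean replicate inhibition of at least 70% and a set share of replicates each scoring 70 or more; inconclusive = meets just one of the two criteria; inactive = fails both criteria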;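 also: 0% = median of neutral control wells and 100% = median of positive control wells; values of inactives mirror those of a sister screen read the other way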
# Target sequence (Q61009 whole entry, looked up): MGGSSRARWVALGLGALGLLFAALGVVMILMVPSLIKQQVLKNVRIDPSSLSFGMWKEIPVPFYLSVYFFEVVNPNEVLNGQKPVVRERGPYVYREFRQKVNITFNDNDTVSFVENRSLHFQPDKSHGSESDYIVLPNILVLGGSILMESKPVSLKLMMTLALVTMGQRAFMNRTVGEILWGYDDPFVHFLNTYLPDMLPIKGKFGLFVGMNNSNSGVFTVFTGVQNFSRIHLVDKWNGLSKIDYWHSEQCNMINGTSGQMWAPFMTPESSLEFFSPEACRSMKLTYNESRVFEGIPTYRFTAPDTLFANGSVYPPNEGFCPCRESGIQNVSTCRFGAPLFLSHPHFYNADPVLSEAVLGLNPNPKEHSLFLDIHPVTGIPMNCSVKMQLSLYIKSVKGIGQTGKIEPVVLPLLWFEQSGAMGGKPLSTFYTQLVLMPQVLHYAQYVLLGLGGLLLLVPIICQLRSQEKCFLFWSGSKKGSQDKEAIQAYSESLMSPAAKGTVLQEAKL
# MITF TRPM1 HTS: increases MITF-driven TRPM1 promoter luciferase signal. SK-MEL-5 TRPM1-promoter luciferase, 24 h; % of positive control, neutral wells = 0. activation, % at 12.5 µM. hit rate 0.75% among 300,000. AID 588334;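 active = mean activation of at least 80% with every replicate also reaching 80%; inconclusive = mean reaches 80% but some replicate falls short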;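 also: 0% = neutral control wells and 100% = parthenolide positive control wells; values of inactives mirror those of a sister screen read the other way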
# CAL PDZ FP-1: inhibitors of human CAL PDZ peptide binding; purified CAL PDZ, TMR-peptide fluorescence polarization, 1 h; hit rate 0.02% among 330,000; AID 504414; inhibition, % at 20 µM;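 active = highest replicate inhibition of at least 40%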;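 also: plate controls were DMSO neutral control wells for no effect and unlabeled competitor peptide control wells for full effect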
#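 material = purified tagged CAL PDZ domain construct (CerCALP) | buffer or medium = sodium phosphate/NaCl buffer pH 7.4 with TCEP, IgG, Thesit | reagent = TMR-labelled reporter peptide T*-PRC34 bound in PDZ groove | incubation = 1 h room-temperature incubation prior to read | measured by = fluorescence polarization (mP) | evaluation = percent inhibition from loss of millipolarization | control set = unlabelled peptide and DMSO controls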
# AddAB inh: less growth of phage-infected E. coli with AddAB. hit rate 0.29% among 330,000. E. coli expressing H. pylori AddAB, absorbance growth. AID 435030. inhibition, % at 11.9 µM; in the data active = inhibition above about 12%;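 also: 0% = vehicle wells of infected cells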
# Ecoli viability: counter-screen for AddAB inhibitors: E. coli growth inhibition. E. coli V3065 growth, OD600 absorbance, 18 h. inhibition, % at 11.9 µM. hit rate 0.27% among 330,000;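 active = inhibition above the campaign's mean inhibition across all tested compounds plus 3 SD, cut at about 9.9% in these data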;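 also: uninfected addAB+ strain grown without phage in ampicillin broth; 0% = DMSO wells and 100% = ciprofloxacin 0.95 µg/ml wells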
# Wnt bcat act: activators of Wnt/beta-catenin signaling; Wnt/beta-catenin reporter cell assay, activator, plate reader; hit rate 1.2% among 300,000; activation, % at 9.35 µM; in the data active = activation above about 30%, passing the limit was not always enough; inconclusive = no clear call, values can overlap the other calls;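 also: 0% = neutral control wells and 100% = positive control wells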
# CAL PDZ FP-2: inhibitors of human CAL PDZ peptide binding; Q9HD26; hit rate 0.92% among 300,000; purified CAL PDZ, TMR-peptide fluorescence polarization, 1 h; AID 602252; inhibition, % at 24.9 µM;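 active = mean inhibition of at least 30% with at least half of replicates also reaching 30%; inconclusive = no clear call, values can overlap the other calls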;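 also: 0% = DMSO neutral control and 100% = excess unlabeled competitor peptide PRC23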
# SR-BI DiI-HDL act: enhances SR-BI lipid uptake from DiI-HDL; CHO ldlA[mSR-BI] cells, DiI-HDL uptake fluorescence, 3 h; 100 = double the neutral-control signal; activation, % at 12.5 µM; hit rate 0.096% among 320,000; AID 504775;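 active = mean replicate activation of at least 60% and every replicate at or above 60%; inconclusive = mean or all-replicate condition met, but not both; inactive = mean below 60% and not all replicates reaching 60%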;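 also: 0% = median plate neutral-control signal and 100% = twice that signal; values of inactives mirror those of a sister screen read the other way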
#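 Test system: SR-BI-overexpressing, LDLR-lacking CHO cells; Medium: Ham's F12 with 0.5% BSA, HEPES 25 mM, pH 7.4; Schedule: 3 h, 37 °C; Technique: bottom-read fluorescence, 550/595 nm.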
# Tat transport: E. coli Tat transport inhibition; E. coli MC4100 TorA-mCherry Tat export, fluorescence; inhibition, % at 10 µM; hit rate 0.036% among 340,000; AID 488895;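 active = mean replicate inhibition at least 50% and at least half of replicates individually reaching 50%; inconclusive = only one of the two criteria met; inactive = neither criterion met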;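 also: exported cargo escapes ClpAP degradation while cytoplasmic cargo is degraded and loses fluorescence; 0% = median of neutral control wells and 100% = median of NaSCN control wells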
# phage Ecoli inh: E. coli growth loss with phage present. growth absorbance. inhibition, % at 11.9 µM. hit rate 0.26% among 360,000. AID 651602; in the data active = inhibition above about 11%
# Numbers without * were called inactive; ? = inconclusive; · = no result given; & = joins results of further samples.
SMILES,SR-BI DiI inh,MITF TRPM1 HTS,CAL PDZ FP-1,AddAB inh,Ecoli viability,Wnt bcat act,CAL PDZ FP-2,SR-BI DiI-HDL act,Tat transport,phage Ecoli inh
O=C(/C=C/c1ccc(Cl)cc1)N(Cc1ccccc1)C1CCS(=O)(=O)C1 (centres undefined),2,2,-2.8,0.0,1.4,·,-3,-2,-1,1.0
COCCCNC(=S)N/N=C/c1ccc2c(c1)OCO2,15,·,-0.4,0.9,1.6,4,-5,-15,1,-0.2
O=S(=O)(c1ccc(NCC2CCCCC2)nc1)N1CCOCC1,4,·,-4.7,3.0,0.8,-5,-1,-4,1,3.7
COc1ccc(C(=O)NCC(=O)OCC(=O)NCc2cccs2)cc1,-7,-8,-0.8,2.5,3.3,-1,-2,7,-3,4.0
Cc1ccc(O)c(C(CC(=O)N2CCCC2)c2ccccc2)c1 (centres undefined),-15,7,-1.5,0.7,-2.8,·,-5,15,6,·
COc1ccccc1C(=O)Oc1ccccc1C(=O)Nc1ccccc1,-9,21,-0.6,3.3,3.4,27,74*,9,-11,6.5
Fc1cc2nccnc2cc1N1CCSCC1,18,11,-0.6,-0.9,-2.7,·,·,-18,1,1.8
CCOC(=O)C1=C(CN2CCOCC2)NC(=O)NC1c1cccc([N+](=O)[O-])c1 (centres undefined),9,0,-1.5,1.9,0.6,-1,3,-9,7,-1.4
COc1ccc(-c2cc(=O)n(-c3nc4ccccc4[nH]3)[nH]2)cc1,-12,-7,-2.6,1.4,-1.3,·,·,12,3,1.5
CCn1c(SCC(=O)NNC(=O)c2ccco2)nnc1-c1ccco1,-13,0,0.9,5.2,-0.3,-1,-2,13,-5,1.7
Cc1ccc(S(=O)(=O)N(CC(=O)NCC2CCCO2)c2cccc([N+](=O)[O-])c2)cc1 (centres undefined),-11,-10,-2.8,4.6,4.1,-1,-2,11,3,1.8
S=C(Nc1cccc2ccccc12)N1CCN(c2ncccn2)CC1,15,4,-1.2,-1.3,4.0,·,-2,-15,2,1.6
Cc1ccc(-c2nc(CN3CCCCC3CCN3CCCC3=O)c(C)o2)o1 (centres undefined),-13,-5,0.7,0.3,-1.7,0,2,13,-1,4.6
Cc1cc(=O)oc2c1c(C)nn2-c1cccc(Cl)c1,14,-16,-1.9,-0.3,0.1,-1,-2,-14,0,-1.9
COc1c(Cl)cc(-c2noc(C)c2C(=O)NCCc2ccc(C)cc2)cc1Cl,-3,6,-1.1,1.7,0.8,1&-3,-6,3,10,1.5
S=C(Nc1ccc2nsnc2c1)N1CCCCCC1,0,94*,-1.6,-0.3,-1.7,9,-1,0,-3,3.5
CCCN1C(=O)/C(=N\OCC(=O)NC23CC4CC(CC(C4)C2)C3)c2ccccc21,41,0,-1.4,-0.5,-2.4,·,2,-41,10,4.6
Nc1nc(CN2CCN(Cc3ccc4c(c3)OCO4)CC2)nc(Nc2ccccc2)n1,-16,6,-0.6,5.2,0.8,-4,-3,16,-4,0.9
CC1(C)C(=O)OC(c2c3ccccc3cc3ccccc23)C(C)(C)C1=O (centres undefined),45,·,-2.3,-0.4,-0.8,-3,-3,-45,-4,0.0
Cc1nc2c3ccccc3nc(NNC(=O)CCC(=O)N3CCC(C)CC3)n2n1,-18,-8,-1.7,1.1,3.1,0,-4,18,4,1.3
Cc1cc(C)nc(Nc2n[nH]c(C)n2)n1,10,1,0.1,0.2,-2.0,0,-2,-10,-21,1.9
Cc1c(O)c(CN2CCCC2)cc2c1oc(=O)c1ccccc12,-8,·,-2.4,-0.3,2.1,7,0,8,-3,3.6
Cc1ccc(S(=O)(=O)NC(CC(C)C)C(=O)N2CCCC2)cc1 (centres undefined),-14,2,-2.3,-0.5,2.2,1,-2,14,-3,1.4
Cc1cccc(N(Cc2nnc3n2CCCCC3)C(=O)Nc2ccccc2)c1,·,·,-1.9,5.0,2.1,-2,-5,·,-1,1.2
N#CCCN1CCN(C2=NC(=O)/C(=C\c3cccs3)S2)CC1,-7,24,-1.3,0.9,0.6,12,2,7,-4,2.5
CCC(NC(=O)C1CCC1)c1ccccc1 (centres undefined),-16,8,0.0,2.7,-0.2,-3,1,16,-2,1.4
CC(C)(C)c1ccc(C(=O)Cn2nc(C(=O)O)c3ccccc3c2=O)cc1,·,1,-0.2,-0.5,-0.9,3,8,·,27,0.5
Cc1ccc(O)c(C(=O)c2cnn(C(=O)c3cccc(S(=O)(=O)N(C)C)c3)c2)c1,0,4,-2.2,·,·,-6,-2,0,5,-0.5
CCOC(=O)c1sc(NC(=O)CSc2nc(C)cc(-c3ccccc3)n2)c(C#N)c1C,1,-10,-0.6,1.5,-2.0,·,0,-1,-5,3.9
O=S(=O)(NC1C2CC3CC(C2)CC1C3)c1ccccc1 (centres undefined),-22,6,0.0,1.5,0.2,-1,·,22,1,2.2
Cc1cccnc1NC(=O)c1c(O)c2ccccc2n(C)c1=O,-4,-9,-0.4,-2.7,-5.6,·,-16,4,-3,0.9
Cc1ccc(C(=O)Nc2nnc(S(=O)(=O)N3CCOCC3)s2)cc1,-10,·,0.6,0.3,2.9,2,·,10,-8,2.6
CCCNC(=O)C(Cc1ccc(F)cc1)NC(=O)c1ccccc1 (centres undefined),-14,-2,-4.8,-0.2,-1.3,0,2,14,-4,1.0
CC1=C(C(=O)Nc2ccccc2C)C(c2ccccc2)NC(=O)N1 (centres undefined),-4,·,-0.4,1.6,-3.1,1,·,4,3,1.6
CC(NC(=O)c1ccco1)C1CCCO1 (centres undefined),-13,-9,0.0,1.2,0.8,·,-2,13,4,2.3
COc1ccc(N2CC(C(=O)N3CCN(C)CC3)CC2=O)cc1 (centres undefined),·,-9,-0.3,-0.4,0.1,1,-7,·,-1,2.9
CN1CCN(c2ccc(NC(=O)c3ccc([N+](=O)[O-])o3)cc2Cl)CC1,·,-79,-1.5,99*,92*,-16,-3,·,-12,23*
COCC(=O)N1CCC(Oc2ccc(C(=O)N[C@H](C(=O)OC)C(C)C)cc2)CC1,-16,-3,·,3.8,-1.7,1,-5,16,1,3.3
CC(Oc1ccc2c3c(c(=O)oc2c1)CCC3)C(=O)NCCN1CCOCC1 (centres undefined),-15,-6,0.5,0.4,-0.4,-2,·,15,-1,2.3
CCNC(=S)N/N=C(\C)c1cc2ccccc2o1,17,12,-1.8,2.4,-5.6,·,0,-17,0,3.2
COc1ccc(OC)c(C(=O)Nc2c(O)ccc3ccccc23)c1,?,-4,-1.4,0.9,1.5,3,-5,-70,-2,1.5
NS(=O)(=O)c1ccc(CNC(=O)c2ccc(Cl)cc2[N+](=O)[O-])cc1,16,-10,-3.1,2.4,-1.9,·,-6,-16,1,2.5
COc1ccc(CNC(=O)CN(C)CC(=O)Nc2ccccc2Br)cc1,26,9,-3.5,1.2,1.7,-1,-7,·,5,0.1
CCCC(c1nnnn1Cc1ccco1)N1CCN(c2ccccc2)CC1 (centres undefined),-23,-4,0.6,4.2,0.7,-1,-2,23,13,2.7
CCOc1ccc(S(=O)(=O)Nc2ccc(S(=O)(=O)Nc3cc(OC)ccc3OC)cc2)cc1,1,-3,-2.2,1.9,2.4,·,·,-1,-3,2.4
CC1=NN(C(=O)c2ccc(Cn3nc(C)cc3C)o2)C(O)(C(F)(F)F)C1 (centres undefined),32,6,-1.6,2.6,1.5,·,·,-32,3,0.1
O=C(OCC(=O)c1ccc(Cl)s1)c1ccc2ccccc2n1,-2,-1,-2.9,2.3,0.0,-2,2,2,-7,3.3
Cc1cc(=O)oc2cc(OCC(=O)NCCCN3CCCC3=O)ccc12,5,17,-1.3,2.4,-1.8,0,-1,-5,-1,1.6
Cc1nnc(NC(=O)CCCCCN2C(=O)C3C4C=CC(C4)C3C2=O)s1 (centres undefined),·,-4,-1.5,1.8,-0.9,0,·,·,14,2.1
CCN1CCN(C(=S)NCc2ccc(C)cc2)CC1,-12,-3,-0.9,2.1,0.7,-2,1,12,3,5.5
O=C(CN1CCN(C(c2ccccc2)c2ccccc2)CC1)NC(=O)NCc1ccco1,7,4,0.2,1.8,0.9,-9,4,-7,-1,0.6
CCC1CCCCN1C(=O)CSc1nc2c([nH]c3ccccc32)c(=O)n1C (centres undefined),11,-7,0.2,3.0,-2.2,·,0,-11,-8,-0.3
C/C(=N\NC(=O)C(N)=O)c1ccc2c(c1)OCCO2,-7,-17,-1.0,-0.2,-0.6,-2,-6,7,-4,0.3
C/C(=N/NS(=O)(=O)c1ccc(F)cc1)c1ccncc1,-27,-13,-2.1,-0.2,-1.8,2,0,27,-5,2.3
C[C@]12c3[nH]c4cc(-c5ccco5)ccc4c3CCN1C(=O)[C@@H](CC(=O)NCCCn1ccnc1)C[C@@H]2C(=O)N1CCOCC1,5,-16,0.9,-0.4,1.1,·,-6,-5,2,·
COCCNC(=O)c1ccccc1NS(=O)(=O)c1ccc(Br)s1,·,8,-1.8,4.7,-1.8,·,·,·,0,1.3
Cc1ccc(Cn2c(C)nc3c(c2=O)c2nc4ccccc4nc2n3Cc2ccco2)cc1,12,0,-3.6,1.2,0.2,·,0,-12,-6,4.2
COc1cccc(-n2nnc3c(=O)n(CC(=O)Nc4ccccc4C)cnc32)c1,-5,·,-1.0,0.8,-2.2,0,·,5,-2,2.7
CCC(C)C(NC(=O)OCc1ccccc1)C(=O)NCC(c1ccccc1)N(C)C (centres undefined),-9,14,-2.9,1.1,4.8,0,0,9,7,0.6
CCOC(=O)CC1COCCN1Cc1cn(C)nc1-c1ccccc1F (centres undefined),-3,8,-1.8,5.8,-2.7,-1,7,3,-1,1.9
# (list continues)
SMILES,SR-BI DiI inh,MITF TRPM1 HTS,CAL PDZ FP-1,AddAB inh,Ecoli viability,Wnt bcat act,CAL PDZ FP-2,SR-BI DiI-HDL act,Tat transport,phage Ecoli inh
CC(C)Oc1ccc(C(=O)Nc2c3c(nn2C(C)(C)C)CS(=O)(=O)C3)cc1,28,-4,-1.5,4.4,-2.4,1,-1,-28,3,3.0
Cc1ccccc1NS(=O)(=O)c1nnc(NC(=O)c2ccc(Br)cc2)s1,-10,-8,-2.8,2.9,0.3,0,-2,10,-2,0.8
CCN(CC)C(=O)[C@H]1C[C@H](CC(=O)NCC23CC4CC(CC(C4)C2)C3)C(=O)N2CCc3c([nH]c4cc(CCC(=O)N(C)C)ccc34)[C@]12C,17,-11,-0.6,-1.4,-2.3,-1,-2,-17,12,-2.3
Cc1[nH]nc2c1C(C(C)c1ccccc1)C(C#N)=C(N)O2 (centres undefined),8,1,·,0.4,-1.9,-6,-2,-8,18,3.2
O=C(NCCN1C(=O)S/C(=C\c2ccccc2F)C1=O)C1=COCCO1,-7,-10,-1.9,-3.3,-3.5,-4,-3,7,10,2.4
